From PubChem
TRPC4 inh = inhibitors of mouse TRPC4 channel, primary screen, Fluo4 calcium, HEK293 TRPC4beta/mu-opioid cells; Short transient receptor potential channel 4 (Mus musculus), Q9QUQ5; DAMGO-evoked Fluo4 calcium flux; stronger effect = lower value; B-score at 10 µM; 300,000 compounds, 0.39% hits;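 active means B-score over 3 SD under the library average, no early fluorescence shift, positive overall ratio signal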
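Assay system: Stable TRPC4beta/mu-opioid receptor HEK293 cells | Reagent: DAMGO in two steps, submaximal then maximal | Compound dosing: Single concentration per test compound | Signal: Fluo4 Ca2+ flux fluorescence | Evaluation: Per-well B score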
TRPC4 agonist = activators of mouse TRPC4 channel, primary screen, Fluo4 calcium, HEK293 TRPC4beta/mu-opioid cells; Short transient receptor potential channel 4 (Mus musculus), Q9QUQ5; Fluo4 calcium fluorescence; stronger effect = higher value; B-score at 10 µM; 310,000 compounds, 0.49% hits; AID 2237, 2010;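 active means B-score above 5 SD of library B-scores, and initial fluorescence ratio not above library mean plus 5 SD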;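 further: positive B-score marks a calcium rise read as TRPC4 activation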
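Technique: kinetic Fluo4 calcium fluorescence; Test system: TRPC4beta and mu-opioid receptor HEK293 stable cells; Measure: B-scored integrated calcium fluorescence ratio; Benchmarks: low control buffer alone, high control maximal DAMGO; Schedule: 45 min room-temperature Fluo4 loading, 110 s read.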
ANO1 block = TMEM16A chloride channel inhibitors, primary screen, cell-based, HTS. Anoctamin-1 (Mus musculus), Q8BHY3. HEK293 TMEM16A/YFP iodide influx fluorescence, ionomycin. normalized B-score (activity score, 25-100; higher = stronger inhibition) at 10 µM. 310,000 compounds, 1.2% hits. AID 588511, 2011;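 active means ratio plate-corrected score three or more library SD toward inhibition, starting fluorescence score within five deviations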;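 further: score derived from kinetic fluorescence span divided by baseline fluorescence per well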
TRPC6 inh = mouse TRPC6 channel inhibitors, primary screen, cell-based, HEK293, membrane potential dye. Short transient receptor potential channel 6 (Mus musculus), Q61143. ACh-evoked depolarization; stronger effect = lower value. B-score at 10 µM. 310,000 compounds, 1.1% hits;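 active means B-score under library mean minus 3 SD, initial fluorescence not abnormally high, positive integrated signal ratio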;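 further: B-score derived from integrated fluorescence ratio over the kinetic read; more negative B-score means stronger inhibition of depolarization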
Target sequence (Q61143 whole entry, looked up): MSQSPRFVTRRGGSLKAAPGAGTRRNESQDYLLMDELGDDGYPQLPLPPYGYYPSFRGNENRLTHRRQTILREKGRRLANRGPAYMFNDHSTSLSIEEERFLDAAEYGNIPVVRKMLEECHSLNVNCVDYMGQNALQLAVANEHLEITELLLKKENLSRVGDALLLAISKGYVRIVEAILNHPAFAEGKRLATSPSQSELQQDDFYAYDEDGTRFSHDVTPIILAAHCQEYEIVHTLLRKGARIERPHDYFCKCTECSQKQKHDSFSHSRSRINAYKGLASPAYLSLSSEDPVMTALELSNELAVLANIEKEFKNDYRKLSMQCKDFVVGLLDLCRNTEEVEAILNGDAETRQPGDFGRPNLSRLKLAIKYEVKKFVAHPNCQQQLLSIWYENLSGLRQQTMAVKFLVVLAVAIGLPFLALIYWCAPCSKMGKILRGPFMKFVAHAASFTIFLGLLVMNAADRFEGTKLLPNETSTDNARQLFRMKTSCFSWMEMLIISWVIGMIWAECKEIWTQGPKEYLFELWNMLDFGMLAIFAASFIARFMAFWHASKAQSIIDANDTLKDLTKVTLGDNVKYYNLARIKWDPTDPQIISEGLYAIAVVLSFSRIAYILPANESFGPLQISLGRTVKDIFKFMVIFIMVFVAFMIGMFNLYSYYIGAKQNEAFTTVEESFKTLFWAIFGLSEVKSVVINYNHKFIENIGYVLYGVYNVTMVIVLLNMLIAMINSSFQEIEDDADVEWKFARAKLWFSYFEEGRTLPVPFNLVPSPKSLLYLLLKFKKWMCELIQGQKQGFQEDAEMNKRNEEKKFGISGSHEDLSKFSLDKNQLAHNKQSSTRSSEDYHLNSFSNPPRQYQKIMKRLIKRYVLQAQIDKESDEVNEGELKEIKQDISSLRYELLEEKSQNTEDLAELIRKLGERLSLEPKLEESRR
MrgX1 antagonist = antagonists of human MrgX1 receptor, primary screen, HEK293 cells, Fluo-4 calcium flux | BAM8-22 antagonism; stronger effect = lower value | Mas-related G-protein coupled receptor member X1 (Homo sapiens), Q96LB2 | 310,000 compounds, 1.3% hits | B-score at 10 µM | AID 588676, 2011;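 active means calcium-response B-score plate-corrected more than 3 library SD below zero, starting fluorescence within 5 deviations, no agonist response on first addition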;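 further: peak minus trough fluorescence over baseline after final BAM8-22 challenge near maximal dose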
TRPC6 act = mouse TRPC6 channel activators, primary screen, cell-based, HEK293, membrane potential dye. 310,000 compounds, 0.13% hits. Short transient receptor potential channel 6 (Mus musculus), Q61143. HEK293-TRPC6 membrane potential dye fluorescence; stronger effect = higher value. AID 2550, 2010. B-score at 10 µM;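 active means B-score of the integrated fluorescence ratio above library mean plus 3 SD, and starting fluorescence ratio within library mean plus 5 SD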;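 further: higher score means more depolarization so channel activation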
SKKanGAS inh = S. pyogenes SKKanGAS growth inhibitors in kanamycin, primary screen, streptokinase expression inhibitor project, SKKanGAS strain, BacTiter-Glo luminescence | 6 h | inhibition, % at 7.5 µM | 300,000 compounds, 1.3% hits | AID 1662, 2009;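 active means mean replicate score, as percent of positive control median, at least 50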;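 further: strain carries kanamycin resistance gene driven by streptokinase promoter and grows in 40 µg/ml kanamycin; loss of luminescence reflects streptokinase promoter inhibition or plain growth inhibition; 0% = median of DMSO wells and 100% = positive control at its reference dose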
TMEM16A act = TMEM16A chloride channel activators or potentiators, primary screen, cell-based, HTS | HEK293 TMEM16A/YFP-H148Q/I152L, iodide quench fluorescence; stronger effect = lower value | B-score at 10 µM | 340,000 compounds, 0.3% hits;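 active means fluorescence-ratio B-score plate-corrected deviation score at least 3 library SD below zero, with starting fluorescence score within 5 deviations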;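 further: channel opened by trigger with iodide after compound preincubation; score built on the fluorescence ratio of max minus min over baseline; more negative score means more quench and so TMEM16A activation or potentiation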
TRPC4 potent = positive allosteric modulators of TRPC4, primary screen, cell-based, mouse TRPC4beta, HEK293 mu-opioid, Fluo-4 calcium; AID 2227, 2009; Short transient receptor potential channel 4 (Mus musculus), Q9QUQ5; 310,000 compounds, 0.42% hits; DAMGO EC20, Fluo-4 Ca2+ flux; stronger effect = higher value; B-score at 10 µM;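 active means B-score of calcium response area above 5 SD of library B-scores, with initial fluorescence ratio within 5 SD of library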;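 further: B-score of integrated fluorescence ratio over time as area under calcium response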
MrgX1 agonist = agonists of human MrgX1 receptor, primary screen, HEK293 cells, Fluo-4 calcium flux; Fluo-4 calcium fluorescence, agonist mode; stronger effect = higher value; 310,000 compounds, 0.44% hits; B-score at 10 µM; Mas-related G-protein coupled receptor member X1 (Homo sapiens), Q96LB2;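 active means calcium response B-score plate-corrected fluorescence ratio at least 3 library SD, with starting fluorescence B-score inside 5 SD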
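Material: MrgX1-expressing HEK293 cells / Dosing: compound as first of three additions / Incubation: overnight seeding, then 1 h dark dye loading / Signal: Fluo-4 NW calcium fluorescence / Evaluation: B-scored fluorescence response ratio / Benchmarks: positive and negative control wells on each plate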
MrgX1 PAM = positive allosteric modulators of MrgX1, primary screen, HEK293 cells, Fluo-4 calcium flux; Mas-related G-protein coupled receptor member X1 (Homo sapiens), Q96LB2; FDSS; stronger effect = higher value; B-score at 10 µM; 310,000 compounds, 0.63% hits; AID 588675, 2011;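 active means plate-corrected calcium response at least 3 library SD above typical, normal starting fluorescence, not activating the receptor alone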;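 further: compound read alongside a low EC10 to EC30 dose of BAM8-22 agonist; peak minus trough fluorescence over baseline measured at the second addition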
Numbers without * were called inactive; i = inactive; x = no result given. Random draw from the library. About 6.7% of those tested had a hit in this group.

SMILES	TRPC4 inh	TRPC4 agonist	ANO1 block	TRPC6 inh	MrgX1 antagonist	TRPC6 act	SKKanGAS inh	TMEM16A act	TRPC4 potent	MrgX1 agonist	MrgX1 PAM
CCOC(=O)c1sc(Nc2ccccc2Cl)nc1C	i	i	i	i	i	i	7	i	i	i	13*
COc1ccc(/C=N/NC(=O)CN2CCCc3ccccc32)c(OC)c1	i	i	i	i	i	i	-1	i	i	i	i
COc1cccc(C2/C(=C(/O)c3ccc(F)cc3)C(=O)C(=O)N2CCN(C)C)c1 (centres undefined)	i	i	i	i	i	i	-20	i	i	i	i
NC(=O)Nc1ccc2c(c1)OCCO2	i	i	i	i	i	i	5	i	i	i	i
Cc1occc1C(=O)Nc1nnc(C(F)(F)F)s1	i	i	i	i	i	i	0	i	i	i	i
Cc1cc(C(=O)NNc2ccc(Cl)cc2)no1	i	i	i	i	i	i	-2	i	i	i	i
COc1ccc(S(=O)(=O)Nc2ccc3oc(C)c(C(C)=O)c3c2)cc1	i	i	i	i	i	i	8	i	i	i	i
COCCn1c(N)c(N(Cc2ccccc2)C(=O)COc2ccc(F)cc2Cl)c(=O)[nH]c1=O	i	i	i	i	i	i	-4	i	i	i	i
O=C(NC(=S)NCc1nc2ccccc2[nH]1)c1ccc(F)cc1	i	i	i	i	i	i	2	i	i	i	i
COc1ccc(-c2nnnn2-c2ccccc2OC)cc1	i	i	i	i	i	i	-4	i	i	i	i
Cc1ccc(CNC(=O)C2CCN(S(=O)(=O)N3CCCC3)CC2)cc1	i	i	i	i	i	i	-5	i	i	i	i
COc1cccc(C2c3[nH]c4ccccc4c3C[C@H]3C(=O)N(c4ccccc4C(=O)N4CCC[C@H]4C(=O)O)C(=O)N23)c1 (some centres undefined)	i	i	i	i	i	i	8	i	i	i	i
COc1cc2c(cc1OC)C(CCc1ccccc1)=NCC2	i	i	i	i	i	i	-8	i	i	i	i
N#CCC(N)=C(C#N)C#N	i	i	i	i	-7.2*	i	-3	i	i	i	i
Cc1cccc(NC(=O)Nc2ccc(F)cc2)n1	i	i	i	i	i	i	-1	i	i	i	i
CCOc1ncccc1C(=O)OCC(=O)Nc1ccc(S(=O)(=O)N2CCOCC2)cc1	i	i	i	i	i	i	1	i	i	i	i
CN(C)CCNC(=O)c1onc(CSc2ccc(F)c(F)c2)c1C(=O)NCCN(C)C	i	i	i	i	i	i	0	i	i	i	i
COc1ccccc1NC(=O)CSc1nc(=O)n2cc(C)ccc2n1	i	i	i	i	i	i	1	i	i	i	i
Cc1cc(C)c(NC(=O)/C=C\C(=O)O)c([N+](=O)[O-])c1	i	i	i	i	i	i	3	i	i	i	i
CC(C)C(NS(=O)(=O)c1cccs1)C(=O)NCCCN1CCCCCC1 (centres undefined)	i	i	i	i	i	i	2	i	i	i	i
COCCCN(Cc1ccco1)C(=O)CSc1nc2ncccc2[nH]1	i	i	i	i	i	i	-4	i	i	i	i
CC(=O)Nc1ccc2c(c1)nc(CCN1CCC(C)CC1)n2C	i	i	i	i	i	i	3	i	i	i	i
COc1ccc(CCNC(=O)C2CCN(C(=O)c3cccs3)CC2)cc1	i	i	i	i	i	i	5	i	i	i	i
CCOC(=O)N/N=C/c1ccc(F)cc1	i	i	i	i	i	i	-1	i	i	i	i
O=C(CN1CCN(c2ccccc2F)CC1)Nc1nnc(C(F)(F)F)s1	i	i	i	i	i	i	11	i	i	i	i
Cc1cc(-c2nnc(SCC(=O)Nc3c(C)cccc3C)n2N)n[nH]1	i	i	i	i	i	i	3	i	i	i	i
CS/C(N)=N/S(=O)(=O)c1ccc(NC(C)=O)cc1	i	i	i	i	i	i	-2	i	i	i	i
CCOC(=O)c1c(C)[nH]c(N=Nc2cccc(C)c2)c1C	i	i	i	i	i	i	10	i	i	i	i
COc1ccc(-c2nc(CS(=O)CC(=O)NC3CCCC(C)C3C)c(C)o2)cc1OC (centres undefined)	i	i	i	i	i	i	-2	i	i	i	i
CCCCn1c(N)c(N(CCOC)C(=O)c2cccc(-n3cnnn3)c2)c(=O)[nH]c1=O	i	i	i	i	i	i	-2	i	i	i	i
COc1ccccc1C(=O)N/C(=C/c1ccc(Br)cc1)C(=O)NCCCn1ccnc1	i	i	i	i	i	i	-6	i	i	i	i
C=CCC(=O)NC1CC(C)(C)Cc2c1cnn2-c1ccccc1C (centres undefined)	i	i	i	i	i	i	7	i	i	i	i
Cc1ccc(CSCCNC(=O)CN2C(=O)c3ccccc3S2(=O)=O)cc1	i	i	i	i	i	i	-1	i	i	i	i
O=C(NCC(=O)N1CCN(c2ccccc2F)CC1)c1ccc(Br)o1	i	i	i	i	i	i	-4	i	i	i	i
O=c1[nH]c(-c2ccccc2Cl)nc2c1sc(=S)n2-c1ccccc1	i	i	x	i	x	i	12	i	i	x	x
Cc1ccc(N2CCN(S(=O)(=O)c3ccc4c(c3)oc(=O)n4C)CC2C)cc1 (centres undefined)	i	i	i	i	i	i	-3	i	i	i	i
CC(C)(C)n1nc2c(c1NC(=O)Cc1cccc3ccccc13)CS(=O)C2 (centres undefined)	i	i	i	i	i	i	10	i	i	i	i
CCN1CCN(c2nnc(-c3ccccc3)c3ccccc23)CC1	i	i	i	i	i	i	0	i	i	i	i
COc1ccccc1NC(=O)C1CCN(C(=O)c2ccco2)CC1	i	i	i	i	i	i	-2	i	i	i	i
O=C(NNC(=O)c1cc2cc3ccccc3nc2s1)c1cccc(C(F)(F)F)c1	i	i	i	i	i	i	4	i	i	i	i
O=C(O)c1ccc2[nH]c3c(c2c1)CCCC3	i	i	i	i	i	i	2	i	i	i	i
Cc1nn(-c2ccccc2)c(Oc2ccccc2)c1C=O	i	i	i	i	i	i	-8	i	i	i	i
COc1ccc(CC(=O)NNC(=O)COc2ccc(Br)cc2C)cc1OC	i	i	i	i	i	i	2	i	i	i	i
Cc1cc(C#N)c(C)n1-c1cc(C(F)(F)F)ccc1N1CCOCC1	i	i	i	i	i	i	-10	i	i	i	i
O=C(NNc1ccc([N+](=O)[O-])cc1)C1CC1c1ccccc1 (centres undefined)	i	i	i	i	i	i	-4	i	i	i	i
Cc1cc(=O)n(C)c(=O)n1CCCCCCOc1cccc([N+](=O)[O-])c1	i	i	i	i	i	i	-2	i	i	i	i
Cc1ccc2nc(NS(=O)(=O)c3cn(C)nc3C)sc2c1	i	i	i	i	i	i	8	i	i	i	i
CCn1c(CN2CCN(C(c3ccccc3)c3ccccc3)CC2)nc2c1c(=O)n(C)c(=O)n2C	i	i	i	i	i	i	1	i	17*	i	i
COc1nc(NC2CCCCC2)nc(N2CCCCCC2)n1	i	i	i	i	i	i	76*	i	i	i	i
COc1ccc(Cl)cc1C(=O)Nc1cc(=O)n(C)c(=O)n1C	i	i	i	i	i	i	-1	i	i	i	i
CC(C)c1cc(C(=O)Nc2cc(Cl)ccc2O)no1	i	i	i	i	i	i	-13	i	i	i	i
CC1(C)C2CCC1(C)C(OC(=O)CCn1ccnc1)C2 (centres undefined)	i	i	i	i	i	i	-7	i	i	i	i
O=C(CSc1nc(O)c(Cc2ccccc2F)c(=O)[nH]1)N1CCCCCC1	i	i	i	i	i	i	0	i	i	i	i
Cc1ccc(OCC(=O)N/N=C2/SCC(=O)N2Cc2ccccc2)cc1	i	i	i	i	-21*	i	-6	i	i	i	i
O=c1c2ccccc2nc(COc2ccccc2)n1/N=C/c1ccco1	i	i	i	i	i	i	6	i	i	i	i
O=C(Cc1ccccc1)NC(NCCc1ccccc1)C(Cl)(Cl)Cl (centres undefined)	i	i	i	i	i	i	-1	i	i	i	i
O=[N+]([O-])c1ccc2nc(SCc3cn4ccccc4n3)[nH]c2c1	i	i	i	i	i	i	-2	i	i	i	i
COC(=O)CN1C(=O)C2(C(C#N)=C(N)Oc3cc(C)oc(=O)c32)c2ccccc21 (centres undefined)	i	i	i	i	i	i	1	i	i	i	i
CCOc1ccc(C(=O)Nc2cc(-c3nc4ccccc4[nH]3)ccc2C)cc1[N+](=O)[O-]	i	i	i	i	i	i	6	i	i	i	i
O=C(CCN1CCc2ccccc2C(c2ccccc2)C1)c1ccc2c(c1)OCCO2 (centres undefined)	i	i	i	i	i	i	6	i	i	43*	i
COc1cc(CNC2CCCC2)cc(Br)c1OCC(=O)Nc1ccccc1C	i	i	i	i	i	i	7	i	i	i	i
CNC(=O)c1ccsc1NC(=O)c1ccc(Cl)s1	i	i	i	i	i	i	3	i	i	i	i
COC(=O)c1c(C)oc(C)c1S(=O)(=O)N1CCOCC1	i	i	i	i	i	i	-4	i	i	i	i
